# Compound activity from PubChem.
# TGFb SMAD3 inh: qHTS for Inhibitors of TGF-b | 410,000 tested, 1.2% active | Potency, µM (top dose mostly 46.1 µM), for inactives: at the highest dose activity, negative = inhibition, hits mostly inhibitors | HepG2 CAGA-GFP TGF-b/SMAD3 reporter, GFP fluorescence, 18 h; TGF-beta stimulated, 500 pg/mL final | AID 588855, 2011; also: potency is read from the fitted curve at half-maximal effect; % is scaled to controls: 0 for no effect and ±100 for the full control effect; nearly all actives have a fitted effect of over 65% in size
#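 First, reporter cells (HEPG2 CAGA-GFP) rested 2 h at 37 degrees C. Next, compounds were pinned in and TGF-beta added to 500 pg/mL final. After 18 h, GFP was imaged per cell and summed per well.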
# IL-1B inflam inh: qHTS for Inhibitors of Inflammasome Signaling: IL-1-beta AlphaLISA Primary Screen; THP-1 LPS/ATP IL-1B secretion, AlphaLISA, 16 h; active compounds read low; activity change, % at 57.5 µM; 360,000 tested, 4.7% active; AID 743279, 2014; in the data active = activity change below about -50%; inconclusive = mostly about -30% to -49%; also: % is scaled to controls: 0 for no effect and ±100 for the full control effect
#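 Secreted IL-1B measured by AlphaLISA bead assay after 16 h compound exposure of THP-1 cells; compounds (final up to 57.5 uM) added 1 h before LPS (250 ng/mL) and ATP (1.25 mM) stimulation; lower signal means less secretion.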
# MCF10A rereplic: A quantitative high throughput screen for small molecules that induce DNA re-replication in MCF 10a normal breast cells. AID 624296, 2012. Potency, µM (series often up to 46.1 µM), inactives show at the highest dose activity, positive = re-replication, usual class: activators. MCF 10A DNA re-replication, Hoechst nuclear intensity, 48 h. 350,000 tested, 2.9% active; also: potency is read from the fitted curve at half-maximal effect; % of control where 0% means no effect; nearly all actives have a fitted effect of over 50% in size
# ATXN2 expr inh: Primary qHTS for Inhibitors of ATXN expression; HEK-293 ATXN2-luciferase reporter, luminescence, 24 h; 360,000 tested, 0.72% active; AID 1745845, 2022; Potency, µM (series often up to 57 µM), for inactives: at the top dose activity change, negative = inhibition, most hits filed as inhibitors; also: potency is read from the fitted curve at half-maximal effect; % is scaled to controls: 0 for no effect and ±100 for the full control effect; nearly all actives have a fitted effect of over 55% in size
#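 ATXN2-luciferase reporter cells (luciferase flanked by upstream and downstream ATXN2 gene portions) were treated 24 h at 37 °C with compounds at up to 57 uM. SteadyGlo luminescence gave expression; GF-AFC fluorescence gave viability.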
# Nrf2 block: Nrf2 qHTS screen for inhibitors; A549 ARE-Fluc reporter, luciferase luminescence, 18-24 h; Potency, µM (titrated, usually from 46 µM), for the others: top-dose activity change, negative = inhibition, actives largely listed as inhibitors; 360,000 tested, 2.1% active; AID 504444, 2011; also: potency is read from the fitted curve at half-maximal effect; % is scaled to controls: 0 for no effect and ±100 for the full control effect; nearly all actives have a fitted effect of over 60% in size
#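 Quantitative HTS in A549 cells stably bearing an antioxidant response element-firefly luciferase construct. Inhibition of Nrf2-driven transcription was scored by luminescence after 18-24 h of compound exposure at 37 °C.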
# ATXN viability: Viability Counterscreen for Primary qHTS for Inhibitors of ATXN expression. 400,000 tested, 0.49% active. Potency, µM (highest dose often 56.7 µM), most hits filed as cytotoxic. AID 651635, 2014. S2 cells (HEK-293 line with an ATXN2-luciferase reporter) viability, CellTiter-Fluor protease fluorescence, 24 h; also: potency is read from the fitted curve at half-maximal effect; nearly all actives have a fitted effect of over 40% in size
# HepG2 viability: qHTS for Inhibitors of TGF-b: Cytotox Counterscreen | HepG2 CAGA-GFP viability, ATP luminescence, 18 h | Potency, µM (doses to about 46.1 µM), for inactives: top-dose activity change, negative = cytotoxicity, most hits filed as cytotoxic | 410,000 tested, 0.76% active; also: potency is read from the fitted curve at half-maximal effect; some results filed as inactive show a strong effect at the top dose
#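 CellTiter-Glo luminescence gave cytotoxicity after 18 hours at 37 degrees C. The cells were HepG2 CAGA-GFP in 1% FBS DMEM, stimulated with 500 pg/mL TGF-beta after compound addition. %Activity was normalised to no-cell wells (complete cell-killing) and DMSO (no toxicity), and curves were fitted and classified.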
# A549 tox: Nrf2 qHTS screen for inhibitors: counterscreen for cytotoxicity; A549 ARE-Fluc cells, CellTiter-Fluor viability, 18-24 h; Potency, µM (highest dose often 46 µM), inactives show top-dose activity change, negative = cytotoxicity, actives largely listed as inhibitors; 390,000 tested, 0.16% active; also: potency is read from the fitted curve at half-maximal effect; % is scaled to controls: 0 for no effect and ±100 for the full control effect
#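 A549 ARE_Fluc cells in 5% FBS OPTI-MEM were exposed to compounds in concentration-response for 18-24 h at 37 deg C. Viability was read by CellTiter-Fluor fluorescence (Ex 405/Em 525) after 30 min, before the luciferase read.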
# Nrf2 activator: qHTS of Nrf2 Activators; AREc32 ARE-luciferase reporter (MCF7-derived line), luminescence, 24 h; Potency, µM (doses to about 46.1 µM), inactives show at the top dose activation, hits mostly activators; 410,000 tested, 0.31% active; AID 624171, 2012; also: potency is read from the fitted curve at half-maximal effect; % of control where 0% means no effect; nearly all actives have a fitted effect of over 65% in size
#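 Luminescent ARE reporter assay in AREc32_Fluc cells: overnight plating at 37 deg C, 24 hr compound incubation, Steady-Glo added, 30 min RT before reading.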
# * marks the source's active call; other numbers are inactive results; i = inactive; ? = inconclusive; nt = no result given; & = joins results of further samples; [ ] = dose if it differs, or a comment. Unless noted, calls follow the shape of the dose curve; as a rule, active = well fitted curve in the direction sought with a large enough effect; inconclusive = small, poorly fitted or top-dose-only effect, or another doubt; inactive = no such curve, though single readings can be large; an effect the other way counts as inactive or inconclusive.
SMILES,TGFb SMAD3 inh,IL-1B inflam inh,MCF10A rereplic,ATXN2 expr inh,Nrf2 block,ATXN viability,HepG2 viability,A549 tox,Nrf2 activator
COc1ccc(CCN(C)C(=O)C2CC(=O)N(Cc3ccc(C)cc3)C2)cc1OC (stereo unspecified),8%,-10,19%,7%,-17%,i,-6%,1%,-0.5%
CCCS(=O)(=O)N1CCN(C(=O)COc2ccccc2)CC1,4%,-4,-3%,5%,7%,i,-5%,13%,0.4%
O=C(NCc1ccco1)C(c1ccco1)N(CCc1ccccc1)C(=O)Cn1nnc2ccccc21 (stereo unspecified),22%,-15,-7%,-5%,6%,?,4%,0%,2.0%
CCOc1ccc(N(C(=O)OC(C)(C)C)C(=O)c2ccc(O[Si](C)(C)C(C)(C)C)cc2)c(I)c1,-23%,nt,nt,nt,14%,nt,-5%,-2%,nt
Clc1ccccc1-c1nnc(-c2cccs2)o1,-12%,-1,5%,56%[activator],?,i,-23%,1%,?
CCOc1cc(C)c(S(=O)(=O)NC2CC(C)(C)NC(C)(C)C2)cc1C,4%,-18,2%,-24%,0%,i,-11%,5%,1.0%
O=C(Cn1cnc2c(NCc3ccccc3)ncnc21)NCC1CCCO1 (stereo unspecified),-2%,24,-2%,2%,0%,i,2%,9%,-0.3%
Cc1ccc2c(c1)N(CCC(=O)NCCCN1CCCC1)C(=O)CO2,27%,-6,10%,-16%,-4%,?,-17%,-7%,0.5%
COc1ccc(C(=O)C(CCCCC(CN(C)C)C(=O)c2ccc(OC)cc2)CN(C)C)cc1 (stereo unspecified),-2%,-10,?,-9%,5%,nt,-29%,?,6.6%
COc1ccc(NC(=O)CN2C(=O)COc3ccc(C)cc32)c(OC)c1,-2%,4,-3%,-17%,?,i,31%,9%,0.1%
COC(=O)c1noc(C)c1-c1ccnn1C(=O)c1ccc(Cl)cc1,21%,10,-1%,nt,8%,i,15%,-3%,-0.1%
COc1ccc(-c2nc(CS(=O)(=O)CC(=O)NC3CCCCCC3)c(C)o2)cc1,15%,-7,-29%,-10%,-8%,i,21%,-14%,-0.7%
CSc1nc(C)cc(-n2ccc(=O)[nH]c2=O)n1,-3%,-14,8%,1%,nt,i,-7%,17%,1.8%
CC(C)CNC(=O)C1(C)CCCCCN1C(=O)c1cccnc1 (stereo unspecified),1%,0,nt,3%,nt,i,-2%,nt,-0.3%
CCOC(=O)C1=CCN(S(=O)(=O)c2ccccc2C(=O)OC)C1c1ccc(Cl)cc1 (stereo unspecified),-25%,-24,nt,?,nt,?,-8%,nt,5.2%

# Shown tab-delimited: part of the list above.
Molecule	TGFb SMAD3 inh	IL-1B inflam inh	MCF10A rereplic	ATXN2 expr inh	Nrf2 block	ATXN viability	HepG2 viability	A549 tox	Nrf2 activator
Clc1ccccc1-c1nnc(-c2cccs2)o1	-12%	-1	5%	56%[activator]	?	i	-23%	1%	?
CCOc1cc(C)c(S(=O)(=O)NC2CC(C)(C)NC(C)(C)C2)cc1C	4%	-18	2%	-24%	0%	i	-11%	5%	1.0%
O=C(Cn1cnc2c(NCc3ccccc3)ncnc21)NCC1CCCO1 (stereo unspecified)	-2%	24	-2%	2%	0%	i	2%	9%	-0.3%
Cc1ccc2c(c1)N(CCC(=O)NCCCN1CCCC1)C(=O)CO2	27%	-6	10%	-16%	-4%	?	-17%	-7%	0.5%
COc1ccc(C(=O)C(CCCCC(CN(C)C)C(=O)c2ccc(OC)cc2)CN(C)C)cc1 (stereo unspecified)	-2%	-10	?	-9%	5%	nt	-29%	?	6.6%
COc1ccc(NC(=O)CN2C(=O)COc3ccc(C)cc32)c(OC)c1	-2%	4	-3%	-17%	?	i	31%	9%	0.1%
COC(=O)c1noc(C)c1-c1ccnn1C(=O)c1ccc(Cl)cc1	21%	10	-1%	nt	8%	i	15%	-3%	-0.1%
COc1ccc(-c2nc(CS(=O)(=O)CC(=O)NC3CCCCCC3)c(C)o2)cc1	15%	-7	-29%	-10%	-8%	i	21%	-14%	-0.7%
CSc1nc(C)cc(-n2ccc(=O)[nH]c2=O)n1	-3%	-14	8%	1%	nt	i	-7%	17%	1.8%
CC(C)CNC(=O)C1(C)CCCCCN1C(=O)c1cccnc1 (stereo unspecified)	1%	0	nt	3%	nt	i	-2%	nt	-0.3%
CCOC(=O)C1=CCN(S(=O)(=O)c2ccccc2C(=O)OC)C1c1ccc(Cl)cc1 (stereo unspecified)	-25%	-24	nt	?	nt	?	-8%	nt	5.2%

# Returning to the listing; the two compounds before the break are reprinted first.
SMILES,TGFb SMAD3 inh,IL-1B inflam inh,MCF10A rereplic,ATXN2 expr inh,Nrf2 block,ATXN viability,HepG2 viability,A549 tox,Nrf2 activator
CC(C)CNC(=O)C1(C)CCCCCN1C(=O)c1cccnc1 (stereo unspecified),1%,0,nt,3%,nt,i,-2%,nt,-0.3%
CCOC(=O)C1=CCN(S(=O)(=O)c2ccccc2C(=O)OC)C1c1ccc(Cl)cc1 (stereo unspecified),-25%,-24,nt,?,nt,?,-8%,nt,5.2%
CC(C)CNC(=O)c1coc(=O)c(Br)c1,14µM*,-29,21µM*,nt,?,nt,-89%,?,?
COC(=O)c1sc2cccc(F)c2c1S(=O)(=O)N1CCN(c2ccc(C)cc2C)CC1,-15%,nt,nt,5%,-1%,i,-38%,0%,0.7%
CCCN(C)C1CN(Cc2cn(Cc3cccc(Cl)c3)nn2)S(=O)(=O)C1 (stereo unspecified),nt,0,nt,22%,nt,i,nt,nt,-0.8%
O=C(Nc1ccc(F)cc1)NC1CCCCC1,0%,-6,-4%,39%[activator],?,i,-14%,5%,0.6%
Cc1ccc(S(=O)(=O)N2CCCCC2CCNC(=O)C(=O)NC2CCCC2)cc1 (stereo unspecified),-12%,7,?,-1%,-9%,i,-8%,0%,-0.4%
COc1ccc(C(=S)Nc2ccc(C)cc2)cc1,7%,-10,0%,16%,?,i,5%,1%,4.3%
O=C(c1ccccc1)N1CCN(S(=O)(=O)c2ccccc2)CC1,0%&-3%,-18,1%,nt,18%&0%,i,1%&-17%,6%&0%,-0.6%
Cc1cc2oc(=O)cc(CN3CCN(Cc4ccc5c(c4)OCO5)CC3)c2cc1C,-4%,11,-7%,-13%,6%,i,-19%,13%,0.3%
COc1ccc(OC)c2cc3ccccc3cc12,-6%,0,?,18µM*,0%,nt,-7%,-15%,12%
COc1ccc(NC(=O)c2ccccc2NS(=O)(=O)c2ccc(C)cc2)c([N+](=O)[O-])c1,?,20,2%,-13%,?,i,5%,-14%,-0.6%
CCOc1ccc(C(=O)NC(C(=O)NCC2CCCO2)C(C)C)cc1 (stereo unspecified),-4%,43,3%,17%,-18%,i,-16%,-1%,0.3%
COc1ccccc1C(=O)Nc1cccnc1,7%,-11,-1%,-22%[11.3 µM],-4%,i,0%,1%,0.3%
CC(=O)Nc1ccc(NC(=O)c2c(-c3ccccc3Cl)noc2C)c(C)c1,5%,9,16%,8%,-12%,i,3%,-1%,0.2%
COc1cc(C2c3sc(=O)[nH]c3SC3C(=O)N(c4ccc(Br)cc4)C(=O)C32)ccc1O (stereo unspecified),-4%,1,-2%,3%,5%,i,-12%,-3%,3.3%
CC(C(=O)Nc1cccc([N+](=O)[O-])c1)N1CCN(C/C=C/c2ccccc2)CC1 (stereo unspecified),-15%,-72*,-2%,-15%,-19%,i,-22%,-29%,6.5%
CCC1CN(C(=O)N2CCC(C(=O)NCc3cccc(F)c3)CC2)c2ccccc2O1 (stereo unspecified),-27%,18,4%,-8%,-2%,i,1%,0%,1.2%
Cc1nnc(NC(=O)CCCCCN2C(=O)C3C4C=CC(C4)C3C2=O)s1 (stereo unspecified),17%,-2,-1%,6%,8%,i,15%,-1%,-0.5%
CCOc1ccc(CCNC(=O)CCCc2nnc3n(CC(C)C)c(=O)c4sccc4n23)cc1,-21%,nt,nt,nt,-2%,nt,-23%,6%,1.1%
O=[N+]([O-])c1ccccc1/C=C/CN1CCN(Cc2ccc3c(c2)OCO3)CC1,-11%,9,18%,nt,-8%,?,-41%,17%,2.9%
CCCn1c(=S)[nH]c2cc(Cl)ccc21,0%,16,12%,-20%,-4%,i,-1%,1%,-0.4%
Cc1ccsc1C(=O)NNC(=O)C1CCCCC1C(=O)O (stereo unspecified),33%[activator],-4,3%,17%,7%,i,-1%,-14%,0.1%
CN(C)C(CNS(=O)(=O)c1ccc(Cl)cc1)c1cccnc1 (stereo unspecified),-1%,23,12%,9%,-13%,i,-1%,-2%,0.0%
O=C(c1ccc(Br)o1)N1CCN(c2ccc3nnc(-c4ccccc4)n3n2)CC1,-1%,-6,19%,7%,3%,?,-7%,-18%,-0.1%
Cc1ccc(Cc2nc(-c3cccc(C)c3)no2)cc1,-7%,12,5%,64%[activator],?,i,-3%,-6%,0.5%
COc1ccc([N+](=O)[O-])cc1NC(=O)COC(C)=O,6%,12,?,-12%,14%,?,4%,-3%,-0.7%
Cc1cccc(NC(=O)C2Cc3ccccc3CN2C(=O)OCc2ccccc2)c1C (stereo unspecified),?,?,13%,6%,-5%,i,-1%,-9%,-0.1%
COc1ccc(-c2nnn(CC#N)n2)cc1OC,6%,-11,-3%,-5%,?,i,7%,-6%,0.4%
N#CC(=NCc1cccnc1)C1=C(O)c2ccccc2C1=O,14%,44,-1%,5%,14%,?,-4%,-13%,0.3%
COCCNC(=S)N/N=C(\C)c1ccc(-n2ccnc2)cc1,?,74,16%,1%,nt,i,-22%,21%,-0.1%
